PLC-gamma1 inh: PLC-gamma1 (human) inhibition, primary screen; P19174; purified PLC-gamma1, fluorogenic substrate, fluorescence; inhibition, % at 12.2 µM; 0.84% of 370,000 active; AID 720700; in the data active = inhibition above about 9.5%
Tn6 DDE FP: disrupts Tn6 cyclic peptide binding to fibrin D-Dimer-E complex. P02675. Fibrin DD(E) TRITC-Tn6 fluorescence polarization displacement. inhibition, % at 8.3 µM. 0.21% of 370,000 active;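 active = inhibition above a per-campaign cutoff: mean of compounds within control limits plus 3 SD, cut at about 15% in these data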;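 note: 0% = median of all compound wells on the plate and 100% = blocking peptide control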
ADAM17 inh: inhibitors of human ADAM17; AID 720648; 0.83% of 370,000 active; inhibition, % at 6.95 µM; recombinant ADAM17, EDANS/DABCYL FRET peptide cleavage; P78536;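 active = inhibition above the mean of compounds lying between control limits plus 3 SD, set per campaign, cut at about 8.5% in these data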;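 note: 0% = DMSO-only wells as the low control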
DDE Tn7 FP inh: DD(E)-Tn7 binding inhibition, primary FP screen. inhibition, % at 8.3 µM. P02675. 0.13% of 370,000 active. AID 720508. FP displacement of FITC-Tn7 peptide from fibrin DD(E); 0% = median of compound wells per plate;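 active = inhibition above the mean of compounds falling within the control limits plus 3 SD of them, cut at about 14% in these data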;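 note: 0% = plate median of compound wells and 100% = 10 µM Aha-Tn7 peptide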
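Also added: labelled Tn7 tracer, 0.1 µM; Assay system: human fibrin DD(E) protein; Amount: 2 µM fibrin DD(E); Schedule: 10 min compound pre-incubation, 3 h probe incubation at room temperature; Repeats: one replicate per compound; Read-out basis: percent inhibition; Measured by: fluorescence polarization of the labelled Tn7 tracer.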
UHRF1 binding: UHRF1 methyl-DNA binding inhibition; Q96T88; UHRF1 binding to methylated oligo, TR-FRET; inhibition, % at 4.4 µM; 0.75% of 370,000 active; AID 687016; in the data active = inhibition above about 21%;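 note: UHRF1 SRA domain binding a hemimethylated CpG hairpin DNA probe; 0% = median of test compound wells and 100% = reference inhibitor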
proKLK7 act: proKLK7 (human) activation, primary screen. P49862. purified proKLK7, EDANS-DABCYL substrate fluorescence; 100% is mature enzyme control, 0% vehicle. activation, % at 7 µM. 0.9% of 370,000 active. AID 652039;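 active = activation above the mean of all tested compounds plus 3 SD, computed per campaign excluding outliers beyond control limits, cut at about 13% in these data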
Target sequence (P49862 whole entry, looked up): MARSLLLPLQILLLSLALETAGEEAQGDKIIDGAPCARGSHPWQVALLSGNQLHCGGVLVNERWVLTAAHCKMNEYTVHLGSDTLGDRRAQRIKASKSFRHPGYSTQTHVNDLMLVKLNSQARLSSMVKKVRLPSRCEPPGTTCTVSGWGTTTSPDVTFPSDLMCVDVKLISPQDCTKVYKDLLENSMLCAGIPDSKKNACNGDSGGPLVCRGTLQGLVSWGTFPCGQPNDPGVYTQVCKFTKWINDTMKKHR
ARFGAP1 inhibitor: inhibits rat ARF GTPase activating protein 1; 0.26% of 360,000 active; AID 651572; Q62848; Arfgap1-stimulated ARF1 GTP hydrolysis, GDP FP detection; inhibition, % at 16.5 µM;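 active = inhibition above a per-plate limit, mean inhibition of low control wells plus 3 SD, cut at about 25% in these data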;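 note: 0% = DMSO wells with enzyme and 100% = wells lacking Arfgap1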
Target sequence (Q62848 1-136 limits assumed): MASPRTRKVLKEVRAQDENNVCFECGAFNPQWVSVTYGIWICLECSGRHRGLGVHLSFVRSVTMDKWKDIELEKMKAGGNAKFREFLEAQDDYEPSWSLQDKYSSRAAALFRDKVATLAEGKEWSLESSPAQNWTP
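system = rat Arfgap1 catalytic domain, aa 1-136 | technique = FP, GDP Alexa 633 tracer displaced from anti-GDP antibody, 620/688 nm | compound = one concentration, 16.5 µM, DMSO 1.26% | medium = HEPES-based buffer, pH 7.5 | timing = compound-enzyme preincubation 20 min, reaction 120 min, detection 60 min, 25 °C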
ASAP1 inh: inhibitors of human ASAP1 ArfGAP activity; ASAP1-stimulated ARF1 GTP hydrolysis, GDP FP detection; inhibition, % at 16.5 µM; 0.19% of 360,000 active; AID 624377; in the data active = inhibition above about 25%;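 note: 0% = vehicle with enzyme and substrate and 100% = no enzyme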
Target sequence (Q9ULH1 325-724 limits assumed): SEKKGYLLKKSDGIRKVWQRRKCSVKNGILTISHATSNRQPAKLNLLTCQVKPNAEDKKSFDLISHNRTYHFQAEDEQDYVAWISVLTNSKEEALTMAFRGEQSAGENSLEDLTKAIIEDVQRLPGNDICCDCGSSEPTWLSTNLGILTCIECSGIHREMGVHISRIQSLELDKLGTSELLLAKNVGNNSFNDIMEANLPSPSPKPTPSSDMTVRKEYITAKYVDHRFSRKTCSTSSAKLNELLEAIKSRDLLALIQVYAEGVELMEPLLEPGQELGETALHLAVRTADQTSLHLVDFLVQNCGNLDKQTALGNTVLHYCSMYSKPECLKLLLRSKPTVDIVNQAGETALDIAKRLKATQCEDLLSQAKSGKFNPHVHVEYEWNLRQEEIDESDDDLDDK
MBD2 inh: inhibitors of human MBD2 binding to methylated oligonucleotide | inhibition, % at 4.4 µM | TR-FRET | Q9UBB5 | AID 686964 | 0.31% of 370,000 active; in the data active = inhibition above about 13%
PLC-beta3 inh: PLC-beta3 (human) inhibition, primary screen; 0.18% of 370,000 active; inhibition, % at 12.2 µM; Purified PLC-beta3, fluorogenic substrate, fluorescence; Q01970; AID 720704; in the data active = inhibition above about 11%;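 note: 0% = median of compound wells on plate and 100% = full blocker control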
Starred values were filed as active, the others as inactive; nt = not tested or not shown. An unsorted share of the library. About 4.1% of those tested had a hit in this group.

SMILES	PLC-gamma1 inh	Tn6 DDE FP	ADAM17 inh	DDE Tn7 FP inh	UHRF1 binding	proKLK7 act	ARFGAP1 inhibitor	ASAP1 inh	MBD2 inh	PLC-beta3 inh
COc1ccc(NC(=O)CNc2ccccc2C(C)=O)cc1S(=O)(=O)N1CCOCC1	-71	-10	-15	3	-3	4.5	-6	0	-3	-110
COc1ccc(N2C(=S)N=C(Nc3cccc(C)c3)C23CCCCC3)cc1	1	-6	0	3	-1	-0.4	-7	-1	-3	2
Cc1nc2ccccc2cc1C(=O)N/N=C/c1cccs1	-3	-2	-1	4	-5	0.2	8	7	2	-3
CCCCNC(=O)C1CCN(C/C(C)=C/c2ccccc2)CC1	2	1	-4	2	6	-0.6	6	2	-3	3
CCn1nc(NC(=O)c2cccs2)c2cc3ccccc3nc21	-193	4	-14	0	0	1.1	9	1	-4	-231
COc1ccccc1Cn1cnc2cccnc21	2	-1	-2	3	3	0.9	2	5	-3	-2
CN(CCCOc1ccccc1F)Cc1ccccc1	1	3	-1	4	1	-0.3	0	-14	0	-6
CC(=O)c1cc2c(cc1NC(=O)CN(C)S(=O)(=O)c1cccs1)OCO2	-37	7	-12	4	-4	-0.5	7	-2	0	-56
COCCNC(=O)Nc1ccc2nc(-c3cccs3)c(-c3cccs3)nc2c1	-290	7	-56	5	-2	-17	0	14	1	-358
CC(=O)N1CCN(S(=O)(=O)c2cccc(C(=O)N3CCN(S(=O)(=O)c4c(C)c(C)cc(C)c4C)CC3)c2)CC1	1	4	-7	7	1	-0.6	0	3	4	-4
Cn1cccc1/C=N/N1CCN(Cc2ccccc2)CC1	-2	4	0	-4	-3	-0.1	-1	5	0	-8
Cc1cc(Cn2ccnc2)c(C)cc1Cn1ccnc1	5	-2	-1	-9	0	0.5	2	5	0	2
Cc1ccc(/C=C/C(=O)Nc2nnc(SCc3ccc(C#N)cc3)s2)o1	-9	4	-5	-4	-2	0.1	-7	-8	0	-15
O=C(Cn1nc(C(=O)O)c2ccccc2c1=O)Nc1cc(S(=O)(=O)N2CCOCC2)ccc1Cl	1	9	0	1	-5	-0.4	-1	7	-4	3
Nc1nc2ccccc2n1/N=C/c1cccnc1	3	3	-1	1	-2	0.2	18	2	1	-2
CC(=O)Oc1ccc(NC(=O)Cc2ccccc2)cc1	2	-6	-3	-12	0	0.5	18	-5	3	3
Oc1[nH]c2ccccc2c1C1=NCCCC1	5	-1	6	-1	3	-0.6	11	1	-5	1
CCOC(=O)c1sc(C)c2c1NC(c1ccc(N(C)C)cc1)NC2=O (stereo unspecified)	-112	0	-14	3	0	0.0	5	-5	4	-141
Cc1ccc2nc(SCC(=O)Nc3cccnc3Cl)[nH]c2c1	-2	-2	-3	-1	4	0.1	11	-8	6	-12
CN(C)S(=O)(=O)NCCNc1ccc(C(F)(F)F)cc1[N+](=O)[O-]	2	-3	2	-5	-3	-0.2	-7	7	-4	6
COc1ccc(-c2cc(C(=O)Nc3c(C)nn(Cc4ccccc4)c3C)no2)cc1	-3	1	-6	-1	2	-1.7	0	-5	1	-8
Nc1ncc(Br)cc1Br	0	1	-1	3	1	-0.5	-18	-3	4	-1
CN(C)c1ccc(/C=C(\C#N)c2ccccn2)cc1	-23	-7	0	-2	-5	0.1	7	18	-2	-32
O=C(NCCN1CCCCC1)Nc1cccc(F)c1	3	-1	0	2	0	0.0	-5	3	2	2
CC(Sc1nnc(C2CC2)n1C1CC1)C(=O)N(C)Cc1cccc(F)c1 (stereo unspecified)	2	3	3	3	1	0.2	-1	1	-6	1

Complete entries as entered above. Order of screens: PLC-gamma1 inh, Tn6 DDE FP, ADAM17 inh, DDE Tn7 FP inh, UHRF1 binding, proKLK7 act, ARFGAP1 inhibitor, ASAP1 inh, MBD2 inh, PLC-beta3 inh
Cc1cc(Cn2ccnc2)c(C)cc1Cn1ccnc1 in the list: 5, -2, -1, -9, 0, 0.5, 2, 5, 0, 2
COc1ccc(-c2cc(C(=O)Nc3c(C)nn(Cc4ccccc4)c3C)no2)cc1 in the list: -3, 1, -6, -1, 2, -1.7, 0, -5, 1, -8
CN(C)c1ccc(/C=C(\C#N)c2ccccn2)cc1 in the list: -23, -7, 0, -2, -5, 0.1, 7, 18, -2, -32
CC(=O)Oc1ccc(NC(=O)Cc2ccccc2)cc1 in the list: 2, -6, -3, -12, 0, 0.5, 18, -5, 3, 3

Going on with the list:
SMILES	PLC-gamma1 inh	Tn6 DDE FP	ADAM17 inh	DDE Tn7 FP inh	UHRF1 binding	proKLK7 act	ARFGAP1 inhibitor	ASAP1 inh	MBD2 inh	PLC-beta3 inh
Cc1cccc(C(=O)NCCCNC(=O)c2ccco2)c1	8	5	0	-2	2	0.1	-20	-1	1	-6
Cc1ccc(-c2ccc(/C=C(\C#N)C(N)=S)o2)c([N+](=O)[O-])c1	-10	-10	-5	-4	2	-1.0	0	8	-4	-17
COC(=O)c1ccc(NC(=O)CSc2nnc(-c3ccncc3)n2C)cc1	0	-4	-1	4	-2	-0.1	-4	3	3	-1
O=C(CSc1nnc(-c2cccc(Cl)c2)n1Cc1ccco1)c1ccc(F)cc1	-1	-4	4	-2	-2	0.1	nt	nt	1	-1
CCN(CC)S(=O)(=O)c1cc(NC(=S)NC(=O)C2CCCC2)ccc1C	9	-3	2	-4	1	-0.7	-2	2	-1	-6
O=C(CCl)Nc1ccc(Sc2ccc(NC(=O)CCl)cc2)cc1	1	0	3	-1	-1	0.7	6	4	2	-6
COc1ccc(O)c(CN2CCCC(N3CCN(c4ccc(F)cc4)CC3)C2)c1 (stereo unspecified)	-4	4	-4	-2	-1	-0.3	-14	-5	2	-8
O=C(CN1CCCCC1)NCC1(c2ccccc2)CCCC1	0	5	-4	5	-2	-0.5	-5	4	2	-1
Cc1ccn2c(=O)nc(SCC(=O)Nc3ccc4c(c3)OCO4)nc2c1	-1	-7	-1	-6	-1	0.2	3	-6	0	-11
CC(C)CNC(=O)NC(=O)COC(=O)c1cc(F)cc(F)c1	1	-2	-3	7	-4	-0.2	1	1	-4	2
CC(=O)N1CCN(C(=O)CCN(c2ccccc2)S(=O)(=O)c2ccc(C)cc2)CC1	7	-3	-2	-1	4	0.0	-11	-17	-3	2
O=C(CNC(=O)c1ccccc1F)Nc1ccc2c(c1)CCC2	-1	3	-3	5	0	0.7	-5	4	3	-5
O=C(Nc1ccc(Nc2ccccc2)cc1)C1CC1	7	7	-1	-10	4	-0.1	5	7	-2	2
Cc1ccc(S(=O)(=O)Nc2cc(C)c(O)cc2C)cc1	-1	1	-1	1	0	-0.2	8	-7	-3	3
CCOC(=O)CSc1nc(C(C)C)nc2sc(C)c(C)c12	-1	-1	-4	1	2	-0.5	-3	2	45*	1
Cc1ccc(-n2nc3c(c2NC(=O)/C=C\c2ccc4c(c2)OCO4)CSC3)c(C)c1	-74	-6	-11	5	2	-3.8	6	15	7	-66
CNC(=O)c1nc(C)c(C2(C)CC(c3cccc([N+](=O)[O-])c3)=NO2)s1 (stereo unspecified)	3	-5	3	-3	0	0.1	11	7	3	2
C[C@H]1COc2cc(N3CCCCC3)ccc2S(=O)(=O)N1	-1	-5	1	-3	5	-0.8	-7	8	-3	2
CCN(C(=O)CSc1n[nH]c(-c2cc(Cl)ccc2OC)n1)C1CCS(=O)(=O)C1 (stereo unspecified)	-2	3	-5	0	1	-0.6	-2	2	5	-3
Cc1cccc(NC(=O)/C(C#N)=C/c2ccc(F)cc2)n1	-5	-4	-10	4	2	0.8	2	-2	0	-15
CC(C)C(NC(=O)c1ccco1)C(=O)NCc1ccc(C(=O)O)cc1 (stereo unspecified)	-1	4	-4	-2	2	-0.2	5	-2	4	-7
O=C(Nc1ccc(Oc2ncnc3cc(Cl)ccc23)nc1)c1cccs1	0	-8	-4	0	3	0.2	-3	12	4	-7
CCn1c(=O)c2cc(C(=O)N3CCN(C)CC3)sc2c2ccccc21	-202	7	-139	3	-2	28*	0	1	0	-265
Nc1ccccc1C(=O)NNc1c2ccccc2nc2ccccc12	-154	-3	-292	-3	-3	1.6	0	-2	-2	-232
COc1nc(N(C)C)nc(N(C#N)S(=O)(=O)c2ccc(C)cc2)n1	4	-5	0	-6	-1	0.0	-8	7	-2	4
Cc1ccc(NC2CCCN(C(=O)c3ccc(-n4ccnc4)cc3)C2)cc1C (stereo unspecified)	4	-5	4	-5	-4	0.0	-1	-5	-2	-3
COc1ccc(NC(=O)CNC(=O)Cc2ccccc2)cc1	5	5	0	-12	-2	-0.8	16	13	-4	2

Part of the list above, in markdown.
| SMILES | PLC-gamma1 inh | Tn6 DDE FP | ADAM17 inh | DDE Tn7 FP inh | UHRF1 binding | proKLK7 act | ARFGAP1 inhibitor | ASAP1 inh | MBD2 inh | PLC-beta3 inh |
| --- | --- | --- | --- | --- | --- | --- | --- | --- | --- | --- |
| CC(C)CNC(=O)NC(=O)COC(=O)c1cc(F)cc(F)c1 | 1 | -2 | -3 | 7 | -4 | -0.2 | 1 | 1 | -4 | 2 |
| CC(=O)N1CCN(C(=O)CCN(c2ccccc2)S(=O)(=O)c2ccc(C)cc2)CC1 | 7 | -3 | -2 | -1 | 4 | 0.0 | -11 | -17 | -3 | 2 |
| O=C(CNC(=O)c1ccccc1F)Nc1ccc2c(c1)CCC2 | -1 | 3 | -3 | 5 | 0 | 0.7 | -5 | 4 | 3 | -5 |

Bioassay records (PubChem BioAssay)
